# Bioassay records: PubChem, The Scripps Research Institute Molecular Screening Center
# GPR151 ag: activators of human GPR151; Q8TDV0; PathHunter beta-arrestin GPR151 cells, luminescence; activation, % at 11.2 µM; 1% of 650,000 active; AID 1508602; in the data active = activation above about 4.9%;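 also: 0% = median of compound wells and 100% = cells with positive control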
# Target sequence (Q8TDV0 whole entry, looked up): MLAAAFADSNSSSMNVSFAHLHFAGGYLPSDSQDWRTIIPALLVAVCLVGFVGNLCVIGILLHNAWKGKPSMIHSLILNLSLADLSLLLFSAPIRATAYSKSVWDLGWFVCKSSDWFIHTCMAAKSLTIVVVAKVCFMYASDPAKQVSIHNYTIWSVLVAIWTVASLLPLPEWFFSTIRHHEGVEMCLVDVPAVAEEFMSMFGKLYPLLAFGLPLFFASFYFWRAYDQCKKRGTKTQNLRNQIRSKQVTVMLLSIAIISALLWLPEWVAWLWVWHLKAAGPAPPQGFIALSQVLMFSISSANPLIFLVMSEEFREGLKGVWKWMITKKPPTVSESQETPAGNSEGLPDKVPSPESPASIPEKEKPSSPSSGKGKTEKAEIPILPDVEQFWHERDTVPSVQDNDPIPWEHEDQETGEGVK
# TEAD-YAP block: TEAD-YAP interaction inhibition; HEK-TIYL cells, TEAD-Gal4/YAP UAS-luciferase luminescence; inhibition, % at 9.12 µM; 1.4% of 640,000 active; AID 1259422; in the data active = inhibition above about 32%;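 also: 0% = median of test compound wells and 100% = reference inhibitor wells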
# FBW7 activator: human FBW7 E3 ligase activation, primary screen | Q969H0 | AlphaScreen FBW7–phospho-cyclin E peptide binding, activator screen | normalized activity (activation), % at 26.1 µM | 0.13% of 650,000 active | AID 1259310; in the data active = normalized activity above about 1.9%;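 also: purified mutant Fbw7 with reduced substrate affinity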
# MITF primary: human MITF inhibition, primary screen | 0.91% of 650,000 active | inhibition, % at 2.6 µM | O75030 | AlphaScreen MITF homodimerization, bead proximity signal | AID 1259374; in the data active = inhibition above about 50%;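 also: 0% = vehicle wells with protein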
# Target sequence (O75030 whole entry, looked up): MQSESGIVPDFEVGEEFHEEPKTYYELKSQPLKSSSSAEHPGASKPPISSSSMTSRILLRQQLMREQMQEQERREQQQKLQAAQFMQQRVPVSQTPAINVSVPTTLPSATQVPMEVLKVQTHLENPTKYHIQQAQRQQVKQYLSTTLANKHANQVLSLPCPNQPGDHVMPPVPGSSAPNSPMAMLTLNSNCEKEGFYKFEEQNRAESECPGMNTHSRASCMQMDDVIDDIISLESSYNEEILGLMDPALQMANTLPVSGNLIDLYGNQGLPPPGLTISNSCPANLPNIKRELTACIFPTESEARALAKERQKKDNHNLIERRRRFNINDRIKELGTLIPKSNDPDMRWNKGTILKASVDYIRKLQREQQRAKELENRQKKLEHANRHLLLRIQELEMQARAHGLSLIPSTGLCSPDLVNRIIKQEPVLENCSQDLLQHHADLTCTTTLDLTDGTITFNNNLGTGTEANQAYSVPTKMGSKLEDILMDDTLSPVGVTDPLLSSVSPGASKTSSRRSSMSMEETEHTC
# * hit, by the source's call; · = no result given; & = joins results of further samples. An unsorted share of the library. Share with any hit: about 3.4%.
# Every second line gives: GPR151 ag, TEAD-YAP block, FBW7 activator, MITF primary
- CCC(CO)Nc1ccc2ncc(-c3cc(OC)c(OC)c(OC)c3)n2n1 (stereo not given)
    -0.8, -50, -0.8, -7
- Clc1ccc(-c2nc(-c3ccccc3)no2)c(Cl)c1
    0.9, -1, 0.2, 4
- O=C1NC(=Nc2ccccc2)S/C1=C/c1cc([N+](=O)[O-])ccc1O
    -0.6, 7, 0.1, 11
- Cc1cc(N2CCN(C)CC2)n2nc(C)c(-c3cccs3)c2n1
    -0.4, -15, 0.2, -3
- CCOc1ccc2nc(NC(=O)c3ccn(C)n3)sc2c1
    -5.7, 6, -0.1, 5
- COc1cc(C(=O)Nc2nnc(-c3cccc([N+](=O)[O-])c3)s2)cc(OC)c1OC
    -0.5, -13, -0.1, -5
- O=C(CN(CCc1ccccc1)S(=O)(=O)c1ccccc1)Nc1cccc([N+](=O)[O-])c1
    -0.2, 5, 0.0, -3
- CCc1c(C)c(C#N)c2nc3ccccc3n2c1Nc1ccc(F)cc1
    0.0, 19, 0.0, 5
- COc1cc(/C=C2/NC(=O)NC2=O)cc(Cl)c1OCc1cccc(C(=O)O)c1
    0.1, 3, -0.2, -3
- O=C(c1ccccc1N1C(=O)c2cccc3cccc(c23)C1=O)N1CCOCC1
    -0.1, -15, -0.1, -3
- COc1ccc(NC(=O)N(Cc2cc3ccc(OC)cc3[nH]c2=O)CC2CCCO2)cc1 (stereo not given)
    0.2, 24, -0.1, 11
- CCOC(=O)c1c(NC(=S)NC(=O)c2ccccc2Cl)sc2c1CCCC2
    1.6, 4, 0.0, 8
- O=C(CCC1(Cc2ccc(Cl)cc2)CCC(=O)N1)NCCc1nc2ccccc2[nH]1 (stereo not given)
    -0.2, -1, -0.1, 3
- CC1Oc2ccc(F)cc2N(Cc2ccccc2Cl)C1=O (stereo not given)
    0.5, 11, -0.1, -12
- Nc1nc(NCCOc2ccccc2)cc(Nc2ncccn2)n1
    -1.8, -6, 0.0, -2

# Only TEAD-YAP block, FBW7 activator and GPR151 ag (2 entries from above):
Structure	TEAD-YAP block	FBW7 activator	GPR151 ag
COc1cc(/C=C2/NC(=O)NC2=O)cc(Cl)c1OCc1cccc(C(=O)O)c1	3	-0.2	0.1
O=C(c1ccccc1N1C(=O)c2cccc3cccc(c23)C1=O)N1CCOCC1	-15	-0.1	-0.1

# Further records follow.
# Every second line gives: GPR151 ag, TEAD-YAP block, FBW7 activator, MITF primary
- COc1ccc(C(=O)/C=C/Nc2ccccc2OC)cc1
    -1.2, -27, 0.2, -10
- Cc1ccc(S(=O)(=O)Nc2cc(Cl)c(O)c(Cl)c2Cl)cc1
    0.7, 4, 0.0, 4
- CCCNS(=O)(=O)c1ccc(F)c(C(=O)Nc2ccc(C(C)C)cc2)c1
    -0.2, -1, 0.0, 4
- O=C(CCN1C(=O)C2C3C=CC(C3)C2C1=O)Nc1nccs1 (stereo not given)
    -0.2, 7, 0.1, 17
- CCN1CCN(c2cc(C)c3cc(NC(=O)COc4cccc(C)c4)ccc3n2)CC1
    -1.2&-0.9, -3&16, -0.1&-0.2, -5&0
- Cc1ccccc1CN1CCCCC1CO (stereo not given)
    0.1, -4, 0.0, 1
- CCC(=O)N1CCN(c2ccc(NC(=O)c3cccs3)cc2)CC1
    9.2*, -19, -0.1, 7
- COCCNC(=O)CSc1cn(CC(=O)N2CCCCCC2)c2ccccc12
    2.0, 4, 0.0, -1
- O=C(NC1CCCC1)c1ccc(N2CCC(N(CC3CC3)CC3CCCO3)CC2)cc1 (stereo not given)
    1.6, -6, -0.1, -6
- CC(=O)O[C@H]1CC2CCC3C(CC[C@@]4(C)C3C[C@H]([N+]3(C)CCCCC3)[C@@H]4OC(C)=O)[C@@]2(C)C[C@@H]1[N+]1(C)CCCCC1 (stereo not given in full)
    -0.7, -4, 0.0, -18
- O=C(O)C1CCN(c2nc(C(F)(F)F)nc3ccccc23)CC1
    -0.3, 9, 0.6, 8
- CCN1CCN(C(c2ccc(F)cc2)c2sc3ncnn3c2O)CC1 (stereo not given)
    -0.8, 0, -0.1, -8
- COC(=O)c1ccc2c(c1)C(=O)N(c1cccc(NC(C)=O)c1)C2=O
    0.4, -2, 0.3, 2
- COc1ccc(-c2c(C)nn3c(C)c(Cl)c(C)nc23)cc1
    -0.6, 8, -0.1, -6
- CN1C(=O)C(C(c2ccccc2)c2ccccc2)C(=O)N(C)C1=O
    -0.7, -4, 0.1, 18

# Going on with the list.
# Every second line gives: GPR151 ag, TEAD-YAP block, FBW7 activator, MITF primary
- O=C(CCC(=O)OCC(=O)c1ccccc1)Nc1nc(-c2ccccc2)cs1
    -2.2, 1, 0.5, 15
- CCN(c1cccc(C)c1)S(=O)(=O)c1c(C)[nH]c(=O)[nH]c1=O
    1.2, -6, 0.0, -13
- O=C(COc1ccccc1)Nc1ccccc1N1CCCC1
    -0.9, 5, 0.3, 14
- C=CCN(C(=O)CN1C(=O)c2ccccc2C1=O)C1(C(=O)Nc2ccccc2)CCCC1
    -1.9, 5, -0.1, -8
- C[n+]1ccccc1/C=C/c1ccccc1O
    0.1, 2, 0.0, 3
- CC1(Cc2ccc3c(c2)OCO3)NC(=O)NC1=O (stereo not given)
    -0.9, -1, 0.1, 11
- COc1ccc(C(=O)/C=C/Nc2ccc(Cl)cc2)cc1OC
    -0.6&-1.6, -17&-8, 0.0&0.8, 4&9
- O=C(CSCC(=O)N1CCCCC1)Nc1ccc2ccccc2c1
    0.1, -25, 0.1, -12
- Cc1nnc(N/N=C/c2c(Cl)cccc2Cl)n1N
    -1.5, 12, -1.1, 16
- CC(=O)c1ccccc1OCCCN1CCN(C)CC1
    2.0, -4, -0.2, 32
- O=C(c1cccc2ccccc12)N1CCC(c2nc3ccccc3[nH]2)CC1
    -2.3, 4, 0.0, 11
- COc1ccc2c(c1)C(=O)C(OC(=O)NCc1ccc3c(c1)OCO3)[C@H](c1ccc(OC)c(Br)c1)O2 (stereo not given in full)
    2.3, ·, 0.0, -17
- Cc1ccc2c(c1)cc1c(=O)n(CC(=O)N(C)c3ccccc3)ncn12
    -0.2, 5, 0.0, 4
- CCn1cc(C(=O)N2CCCCC2c2nc3cc(C)c(C)cc3[nH]2)c(=O)c2ccc(C)nc21 (stereo not given)
    -1.1, 2, 0.1, -10
- Cc1ccc(S(=O)(=O)Cn2nnnc2C(C(C)C)N2CCC(O)CC2)cc1 (stereo not given)
    0.4, -9, 0.2, 1

# Following part
# Every second line gives: GPR151 ag, TEAD-YAP block, FBW7 activator, MITF primary
- Cc1c(CCNC(=O)CCCCCN2C(=O)c3ccccc3C2=O)c2ccccc2n1C
    0.6, 1, 0.0, -4
- CC(=NCc1cccnc1)c1c(C)[nH]n(-c2nc3ccccc3s2)c1=O
    -8.2&-4.5, 42*, 0.1&0.1, 8&3
- O=C1c2[nH]nc(-c3ccccc3O)c2C(c2ccccc2F)N1CC1CCCO1 (stereo not given)
    0.2, 1, -0.1, -2
- Cc1cccc(-c2nc3ccccc3c(=O)n2NC(=O)c2ccc(F)cc2Cl)c1
    -0.9, -1, 0.0, 12
- CC(C)Nc1ncnc2c1c(-c1ccccc1)cn2-c1ccc(Cl)cc1
    2.1, -1, -0.1, 3
- Clc1ccc(/C=C/c2nc3ccccc3o2)cc1
    -1.4, -21, 0.0, -5
- COc1cccc(Nc2ncnc3c2cnn3-c2cccc(C)c2)c1
    1.1, -31, -0.1, 11
- O=C(Nc1ccccc1C(=O)NC1CCCCC1)c1ccc([N+](=O)[O-])cc1
    -1.0, -4, 0.5, 17
- O=C(Nc1ccc(F)cc1F)c1nc(-c2ccncc2)no1
    0.0, 2, -0.2, -5
- COc1cc(C(=O)NCC(c2ccc3c(c2)CCCN3C)N2CCN(C)CC2)cc(OC)c1OC (stereo not given)
    1.1, -1, 0.3, 12
- C=CC[C@@H]1C=C[C@H](O/N=C2\C[C@@H](O)[C@@H](O)[C@@H]3[C@@H]4C(=O)N(CC)C(=O)[C@@H]4CC[C@@H]23)[C@@H](CO)O1
    -0.1, ·, 0.0, 12
- O=C(COc1cccc(C(F)(F)F)c1)Nc1ccc2c(c1)CCC2
    -0.4, 8, 0.7, 20
- COc1ccc(-n2nc3c(c2NC(=O)c2ccc(OC)c(OC)c2)CSC3)cc1
    -0.9, 2, 0.0, 11
- O=C(NCc1cccs1)C(=O)Nc1cccc(F)c1
    -1.1, -45, 0.2, 8
- CCOC(=O)c1ccc(N2CCN(c3cccc(OC)c3)CC2)c(NC(=O)Nc2ccc(C)c(C)c2)c1
    1.1, -7, 0.5, 5

# Reformatted tab-delimited: three of the compounds above
Molecule	GPR151 ag	TEAD-YAP block	FBW7 activator	MITF primary
O=C(COc1cccc(C(F)(F)F)c1)Nc1ccc2c(c1)CCC2	-0.4	8	0.7	20
COc1ccc(-n2nc3c(c2NC(=O)c2ccc(OC)c(OC)c2)CSC3)cc1	-0.9	2	0.0	11
O=C(NCc1cccs1)C(=O)Nc1cccc(F)c1	-1.1	-45	0.2	8

# Given in CSV form: part of the list above
compound,GPR151 ag,TEAD-YAP block,FBW7 activator,MITF primary
O=C(NCc1cccs1)C(=O)Nc1cccc(F)c1,-1.1,-45,0.2,8
CCOC(=O)c1ccc(N2CCN(c3cccc(OC)c3)CC2)c(NC(=O)Nc2ccc(C)c(C)c2)c1,1.1,-7,0.5,5

# Following part
# Every second line gives: GPR151 ag, TEAD-YAP block, FBW7 activator, MITF primary
- O=c1[nH]c(CSCc2ccccc2)nc2c1C1(CCCC1)Cc1ccccc1-2
    0.2, -4, -0.1, -3
- COc1cc(/C=N/NC(=O)CNC(=O)c2cccc3ccccc23)cc(OC)c1OC
    -0.9, -3, 0.1, 5
- O=C1CCCC2=C1C(c1cccc(O)c1)Nc1ccccc1N2 (stereo not given)
    0.3, -14, -0.2, -4
- O=C(NNC(=O)c1cccc(Br)c1)c1cccc(Cl)c1
    -1.4, -7, 0.2, 17
- Cc1ccc(Nc2nc(-c3ccc(Cl)cc3)nc3ccccc23)c(C)c1
    -0.9, -11, 1.0, 13
- CCc1ccc(-c2nnc(-c3ccc(Cl)cc3)s2)cc1
    -0.2, -6, 0.0, 3
- CCOC(=O)c1c(N)sc2c1CCCS2=O (stereo not given)
    1.0, 4, 0.1, 14
- O=C(NC(=S)Nc1ccc(Br)cn1)c1ccc([N+](=O)[O-])cc1
    -0.3, 7, 0.0, 7
- O=C1/C(=C/c2cccnc2)CCc2c1[nH]c1ccccc21
    -1.3, -43, 0.0, -3
- CN(CC(=O)Nc1ccc(C(F)(F)F)cc1)S(=O)(=O)c1ccc2c(c1)CCC(=O)N2
    0.9, -9, -0.2, -3
- CCOc1cc2c(cc1OCC)C(C(CC)CC)NCC2 (stereo not given)
    0.6, 16, -0.1, -3
- CN(Cc1cccc(C(F)(F)F)c1)Cc1c(C(=O)N2CCCCC2)nc2sccn12
    -0.1, 3, 0.0, -6
- CC(=O)N(C(C)=O)N1C(=O)/C(=C/c2ccc3c(c2)OCO3)SC1=S
    -1.3, -5, 0.1, -6
- COc1ccc(/C=C2/Sc3ccc(C(=O)NC4CCCC4)cc3NC2=O)cc1OC
    -0.5, 3, 0.0, 5
- O=C(NCCc1ccncc1)c1cnc2ccccn12
    0.4, 7, 1.1, 5
- OC(Cn1cnc2ccccc21)Cn1c2ccccc2c2ccccc21 (stereo not given)
    1.0, -2, 0.0, 6
- COc1ccc(OC)c(N(CC(=O)NCCc2ccc(Cl)cc2)S(=O)(=O)c2ccccc2)c1
    -0.9, 11, 0.2, 17

# Look-ups from the entries so far:
# FBW7 activator with CC(=O)N(C(C)=O)N1C(=O)/C(=C/c2ccc3c(c2)OCO3)SC1=S is entered as 0.1
# TEAD-YAP block with O=C(NCCc1ccncc1)c1cnc2ccccn12 is entered as 7
# TEAD-YAP block with O=c1[nH]c(CSCc2ccccc2)nc2c1C1(CCCC1)Cc1ccccc1-2 is entered as -4
# GPR151 ag with CN(Cc1cccc(C(F)(F)F)c1)Cc1c(C(=O)N2CCCCC2)nc2sccn12 is entered as -0.1
